Assay outcomes from PubChem BioAssay.
PTHR1 ag: agonists of human PTHR1 parathyroid hormone receptor; hit rate 0.075% among 410,000; Potency, µM (titrated, usually from 115 µM), without a hit: at the top dose activation, usual class: activators; Q03431; HEK293 GP2 PTHR1 cells, GloSensor cAMP luminescence, 1 h; note: potency is the fitted concentration of half-maximal effect; nearly all actives have a fitted effect of over 55% in size; some results filed as inactive show a strong effect at the top dose; inactives centre near -15; many of its hits are not listed in these tables
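HEK-293-derived GP2 cells expressing PTHR1 and a GloSensor cAMP reporter, 3,000/well, plated overnight, given luciferin plus IBMX (each 0.5 mM as added) for 1 h at 37 °C, then compound for 1 h at 37 °C. Luminescence was read after 15 min at room temperature.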
KB-V1 MDR tox: kills drug-selected multidrug resistant KB-V1 cells; KB-V1 MDR cells viability, CellTiter-Glo, 72 h; Potency, µM (highest dose often 46.1 µM), for the others: at the top dose activity change, negative = cytotoxicity, actives largely listed as cytotoxic; hit rate 3.4% among 400,000; note: potency is the fitted concentration of half-maximal effect; % is set by controls: 0 for no effect and ±100 for the full control effect; nearly all actives have a fitted effect of over 60% in size
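Cells of the MDR subline KB-V1 are plated, dosed with compound at multiple concentrations, and incubated 72 h at 37 degrees C; CellTiter-Glo is then added and luminescence read after 10 min.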
TDP-43 yeast inh: TDP-43 toxicity inhibition in yeast | TDP-43 expressing yeast growth rescue, BacTiter-Glo, 24 h | Potency, µM (top dose mostly 46.1 µM), for inactives: at the highest dose growth rescue (activation), hits mostly activators | hit rate 1.8% among 410,000; note: potency is the fitted concentration of half-maximal effect; % of control where 0% means no effect; nearly all actives have a fitted effect of over 50% in size
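Growth rescue of TDP-43-toxic yeast measured as ATP luminescence (BacTiter-Glo). Cells grown to mid-log in raffinose, induced in galactose at OD600=0.02, exposed to compound 24 hr at 30 deg C.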
aSyn rescue: inhibitors of alpha-synuclein toxicity in yeast; Potency, µM (doses to about 46.1 µM), for inactives: at the top dose growth rescue (activation), actives largely listed as activators; Yeast expressing alpha-synuclein, growth rescue, BacTiter-Glo, 24 h; AID 652106; hit rate 0.14% among 370,000; note: potency is the fitted concentration of half-maximal effect; % of control where 0% means no effect; nearly all actives have a fitted effect of over 65% in size
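Rescue of yeast growth: cells expressing toxic alpha-synuclein, induced in galactose at OD600 0.02, incubated with compound 24 h at 30 C. ATP luminescence quantified growth; inhibitors of toxicity appear as activators.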
HEK293 tox: cytotoxicity in counter-screen for GLP-1R inverse agonists; HEK293 cAMP-luciferase reporter cells, luminescence, 24 h; Potency, µM (doses to about 38.3 µM), without a hit: at the top dose activity change, negative = inhibition, usual class: inhibitors; hit rate 0.13% among 410,000; AID 624418;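 note: loss of luciferase light is scored as toxicity; potency is the fitted concentration of half-maximal effect; % is set by controls: 0 for no effect and ±100 for the full control effect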
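MLSMR compounds, 24 hr on cells at 37 deg C/5% CO2; luminescence after luciferase reagent (12 min RT). Inhibition counted as the undesired cytotoxic outcome.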
D3 antag: blocks the human D3 dopamine receptor. D3R cells, DiscoveRx beta-arrestin luminescence, antagonist mode; stronger effect = lower value. P35462. hit rate 2.5% among 360,000. max response, negative = inhibition, %; in the data active = max response below about -50%; inconclusive = no clear call, values can overlap the other calls; note: % is set by controls: 0 for no effect and ±100 for the full control effect; mostly tested at two doses, the higher about 12 µM
Target sequence (P35462 whole entry, looked up): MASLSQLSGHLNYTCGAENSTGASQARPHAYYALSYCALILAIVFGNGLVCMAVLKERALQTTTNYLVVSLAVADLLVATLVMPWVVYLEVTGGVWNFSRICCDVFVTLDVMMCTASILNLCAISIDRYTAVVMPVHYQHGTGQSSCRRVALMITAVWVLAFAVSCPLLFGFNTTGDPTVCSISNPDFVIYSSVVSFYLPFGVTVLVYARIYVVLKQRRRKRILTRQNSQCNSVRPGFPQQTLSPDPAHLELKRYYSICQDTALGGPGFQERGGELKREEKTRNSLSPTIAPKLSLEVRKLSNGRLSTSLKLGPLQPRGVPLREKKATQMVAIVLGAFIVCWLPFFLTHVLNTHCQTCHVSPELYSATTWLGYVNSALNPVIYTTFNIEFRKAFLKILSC
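Cells expressing the human receptor were seeded at 1500 cells/well, incubated overnight at 37 degrees C in 5% CO2, then exposed to library compounds with dopamine controls for 90 minutes at 37 degrees C before luminescent detection.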
GLP-1R agonist: GLP-1 receptor (human) agonism | P43220 | HEK293 GLP-1R CRE-luciferase, luminescence, 4-6 h; cells express a hypersensitive GLP-1R form | Potency, µM (series often up to 45.6 µM), inactives show at the highest dose activation, most hits filed as activators | hit rate 0.007% among 380,000; note: potency is the fitted concentration of half-maximal effect; % of control where 0% means no effect
Target sequence (P43220 whole entry, looked up): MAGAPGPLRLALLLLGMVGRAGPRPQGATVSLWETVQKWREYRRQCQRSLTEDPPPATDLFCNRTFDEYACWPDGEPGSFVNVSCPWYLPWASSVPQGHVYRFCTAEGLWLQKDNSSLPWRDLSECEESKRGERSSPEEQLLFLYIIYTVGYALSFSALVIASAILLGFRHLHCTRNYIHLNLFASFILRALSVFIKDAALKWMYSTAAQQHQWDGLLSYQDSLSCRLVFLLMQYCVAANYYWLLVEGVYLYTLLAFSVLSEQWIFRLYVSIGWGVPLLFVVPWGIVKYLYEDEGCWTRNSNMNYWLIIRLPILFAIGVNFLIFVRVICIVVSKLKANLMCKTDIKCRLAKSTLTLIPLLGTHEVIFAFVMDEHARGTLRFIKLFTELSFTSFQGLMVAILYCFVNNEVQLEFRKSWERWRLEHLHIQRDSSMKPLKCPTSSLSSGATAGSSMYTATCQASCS
GLP-1R inv ag: GLP-1 receptor (human) inverse agonism. P43220. HEK293 GLP-1R CRE-luciferase, luminescence, 24 h; GLP-1R form is constitutively active. Potency, µM (highest dose often 38.3 µM), for the others: at the highest dose activity change, negative = inhibition, actives largely listed as inhibitors. hit rate 1.6% among 410,000; note: potency is the fitted concentration of half-maximal effect; % is set by controls: 0 for no effect and ±100 for the full control effect; nearly all actives have a fitted effect of over 55% in size
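Inverse agonism was detected as reduced cAMP-driven luciferase luminescence after 24 h compound treatment. The cells were HEK293 clones expressing constitutively active human GLP-1R with the reporter. Reporter-only and GPR119 cell lines served as counterscreen controls.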
DRD3 agonist: agonists of human D3 dopamine receptor; hit rate 0.58% among 410,000; max activation, %; D3R DiscoveRx beta-arrestin cells, luminescence, 90 min; in the data active = max activation above about 30%; note: 0% is about no effect; mostly tested at two doses, the higher about 12 µM
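Agonist mode: compounds and dopamine controls were applied to plated cells for 90 min at 37 degrees C after an overnight attachment at 1500 cells/well. Luminescent read-out followed 30 - 60 minutes at room temperature with DiscoveRx detection reagent.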
The depositor's hits bear a star; i = inactive; ? = inconclusive; · = not tested or not shown; & = joins results of further samples; [ ] = another dose, or the depositor's remark. Unless noted, calls come from the whole dose curve; as a rule, active = well fitted curve in the direction sought with a large enough effect; inconclusive = small, poorly fitted or top-dose-only effect, or another doubt; inactive = no such curve, though single readings can be large; an effect the other way counts as inactive or inconclusive. These rows are one share of the data; count on the stated rates, not on these rows.

SMILES	PTHR1 ag	KB-V1 MDR tox	TDP-43 yeast inh	aSyn rescue	HEK293 tox	D3 antag	GLP-1R agonist	GLP-1R inv ag	DRD3 agonist
COc1ccc(CNC(=O)CN(C(=O)CCC(=O)Nc2ccccn2)c2cccc(C)c2C)cc1	-8%	-11%	-21%	-27%	-8%	11	13%	?	5
Cc1nc2ccc(NC(=O)Cc3ccc4c(c3)OCCO4)cc2s1	i	15µM*	3.5µM*	-49%[inhibitor]	-3%	-13	1%	13%	-1
CCC1(C)N=c2c(c(=O)n(C)c(=O)n2C)=NO1 (stereo not given)	i	2%	-4%	4%	-18%	55	12%	-16%	2
Cc1ccc(C)c(SCc2noc(C(=O)NC(C)C)c2C(=O)O)c1	-24%	-18%	-4%	-12%	3%	?	-5%	?	-14
Cc1ccc(Cl)cc1NS(=O)(=O)c1ccc2oc(=O)ccc2c1	-25%	-13%	?	6%	-6%	3	4%	-13%	-2
O=C(Nc1cc(S(=O)(=O)N2CCOCC2)ccc1N1CCOCC1)c1cn2ccccc2n1	12%	-27%	-34%[inhibitor]	8%	-6%	-2	1%	-12%	0
COc1ccc(Nc2nc(N)nc(SCc3nnc(C)s3)n2)cc1	i	-10%	8%	-2%	22%	0	21%	74%[activator]	0
CCOC(=O)c1c(NC(=O)CSc2nnc(CN3CCOCC3)n2C)sc2c1CCCC2	-1%[57.5 µM]	5.8µM*	17%	7%	-16%	40	10%	79%[activator]	4
O=C(Nc1cccs1)Nc1nnc([C@@H]2C[C@H](O)[C@@H](CO)O2)s1	-13%	-2%	-15%	-8%	2%	-24	-6%	15%	-13
O=C(C1CCN(S(=O)(=O)c2ccccc2)CC1)N1CCN(Cc2ccc3c(c2)OCO3)CC1	-32%[inhibitor]	-27%	-8%	-3%	-12%	-16	-4%	-14%	-9
O=C(O)c1cc(S(=O)(=O)Nc2cccc(Oc3ccccc3)c2)ccc1Br	-12%	4%	10%	4%	-5%	6	4%	8%	11
CC1CCC/C(=N/Nc2ccc([N+](=O)[O-])cc2[N+](=O)[O-])C1 (stereo not given)	i	8%	18%	16%	-8%	35	-14%	-2%	4
CC(=O)Nc1c(O)nc(SC/C=C/CSc2nc(O)c(NC(C)=O)c(=O)[nH]2)[nH]c1=O	i	0%	10%[9.22 µM]	0%	1%[7.66 µM]	-1	1%	25%[7.66 µM]	-3
CCCOc1ccc(C(=O)Nn2c(C)nc3ccccc3c2=O)cc1	i	?	7%	-4%	-17%	-10	0%	-22%	9
COc1ccc(C#Cc2cnc3c(c2)C(=O)N([C@H](C)CO)C[C@@H](C)[C@H](CN(C)C(=O)CN(C)C)O3)cc1	-13%	15%	17%	0%	-10%	-29	12%	-1%	-1
Cc1ccnc(SCC(=O)c2cc3ccccc3o2)n1	i	5%	·	9%	11%	-5	-7%	7%	-8
O=C(NCc1cccnc1)C1CCN(c2ccc(S(=O)(=O)N3CCOCC3)cc2Cl)CC1	-17%	-10%	-9%	0%	-18%	13	-5%	?	2
CC(C)(C)NC(=O)C(c1ccc(C#N)cc1)n1c(=O)c(-c2cc3ccccc3[nH]2)nc2ccccc21 (stereo not given)	-25%	?	26%	13µM*	·	-11	·	?	1
CC(=O)c1cccc(NC(=O)CN(C)S(=O)(=O)c2cccc3nsnc23)c1	-20%	7%	4%	-5%	4%	-12	-3%	6%	7
O=C(CN1C(=O)C2CCCCC2C1=O)Nc1cc([N+](=O)[O-])ccc1F (stereo not given)	-42%[inhibitor]	5%	20%	3%	-14%	3	-7%	3%	0
Cc1cccc(CNC(=O)C2CCC(=O)N(CCCc3ccccc3)C2)c1 (stereo not given)	-39%[inhibitor]	?	2%	0%	2%	2	5%	-3%	-8
NC(=S)NNC(=O)c1cccc(Cl)c1	-2%	-1%	13%	2%	36%[activator]	-4	2%	15%	5
CN(C)N=Nc1nc2c(c(=O)n(C)c(=O)n2C)n1C	i	0%	-9%	-8%	3%	-13	-13%	16%	-8
COC(=O)c1c(C(=O)OC)c2n(c1C)Cc1ccccc1C2	27%	1%	-9%	·	0%	0	-6%	-23%	1
Cc1cc(SCc2ccc(F)cc2)nc(=O)[nH]1	i	6%	14%	-8%	-3%	-8	4%	1%	-5
CCOC(=O)c1sc(NC(=O)C(C)Sc2nc(N)cc(=O)[nH]2)nc1C (stereo not given)	-11%	0%	-12%	1%	3%	-9	9%	45%[activator]	1
O=C(NCC(c1ccco1)N1CCCC1)c1ccc(Cl)c(S(=O)(=O)N2CCc3ccccc32)c1 (stereo not given)	-88%[inhibitor]	1.6µM*	5%	6%	-19%	?	-8%	?	-15
COc1ccc(-c2cn3nc(N4CCC(C(=O)NCc5ccc(F)cc5)CC4)sc3n2)cc1	-7%	-1%	2%	·	1%	·	·	13%	6
NS(=O)(=O)c1ccc(CCNC(=O)CSc2ccccc2)cc1	?	0%	-11%	4%	7%	-5	6%	8%	-9
Cc1cccc(Nc2nnc(-n3nc(C)cc3C)c3ccccc23)c1	-10%	-18%	14%	·	4%	·	·	15%	2
Cc1onc(-c2ccccc2)c1C(=O)N1CCN(S(=O)(=O)c2ccccc2Br)CC1	i	?	3%	7%	-6%	-1	21%	-17%	2
O=C(COc1ccc(Br)cc1)N1CCNC1=O	-9%	11%	18%	-1%	1%	12	13%	16%	7
COc1cc(NC(=O)C(NS(=O)(=O)c2ccc3c(c2)CCCC(=O)N3)C(C)C)cc(OC)c1 (stereo not given)	-6%	0%	14%	·	1%	·	·	1%	6
N#CCC(=O)Nc1ccc(C(=O)NCc2cccc(Cl)c2)cc1	i	0%	-14%	2%	-8%	1	3%	-8%	1
Cc1ccc(C(=O)N(CCCN(C)C)c2nc3ccc(Cl)cc3s2)cc1C	i	-11%	-14%	2%	?	-15	17%	6.3µM*	-22
O=C(O)Cc1sc(-c2ccccc2)nc1-c1ccccc1	i	3%	?	-2%	11%	-24	5%	24%	-5
N#Cc1cc2c(=O)n3ccccc3nc2n(Cc2cccnc2)c1=O	i	14%	-6%	-7%	410%[activator]	1	5%	40%[activator]	4
O=C1c2[nH]nc(-c3ccccc3O)c2C(c2cccc(O)c2)N1Cc1ccco1 (stereo not given)	i	14%	-9%	-2%	-26%	31	-10%	1%	1
COc1ccc(NC(=O)CSc2cn(CCNC(=O)c3c(F)cccc3F)c3ccccc23)cc1	-51%[inhibitor]	-27%	4%	·	-2%	·	0%	-20%	4
CCC(c1nnnn1-c1ccc2c(c1)OCCO2)N1CCN(c2ncccc2C(F)(F)F)CC1 (stereo not given)	-40%&-66%[inhibitor]	?	13µM*	?	4%&3%	?	11%&-4%	?	5&3
CCN(CC(=O)NCc1cccs1)C(=O)c1ccc(S(=O)(=O)Nc2ccccc2C)cc1	i	13%	-16%	-11%	-1%	5	1%	-21%	-6
CN1CCN(C(=O)/C=C/c2cccc(Cl)c2)CC1	i	2%	-1%	-7%	-7%	2	9%	-11%	-1
Cc1c(N=Cc2c(O)n(C)c(=O)c3ccccc23)c(=O)n(-c2ccccc2)n1C	-29%[57.5 µM]	-3%	-12%	-4%	5%	42	4%	0%	33*
COc1ccc2nc(NC(=O)CN3C(=O)NC4(CCCCC4)C3=O)sc2c1	i	-10%	12%	-10%	-20%	-8	0%	?	-3
O=C(Nc1ccc(N2CCCC2)cc1)c1ccc(Cl)cc1Cl	-5%	?	-11%	1%	-1%	-10	12%	21%	5
C/C(CC(=O)Nc1ccccn1)=N\NC(=O)c1ccccc1O	i	-27%	-5%	-15%	-15%	-7	-4%	-25%	-1
CCN(Cc1ccccc1)S(=O)(=O)c1ccc(F)c(C(=O)Nc2cc(C)ccc2OC)c1	-31%	3%	-4%	·	4%	·	·	6%	-2
COc1ccc(C(=O)NC(Nc2ccccc2)C(Cl)(Cl)Cl)cc1 (stereo not given)	i	8.2µM*	13%	-2%	-18%	13	-5%	7.1µM*	0
O=C(/C=C\c1ccc2c(c1)OCO2)NC1CC(=O)N(c2ccccc2)C1 (stereo not given)	7%	·	1%	·	1%	·	·	-27%	-6
CCOc1ccc(C(=O)NC(=S)NCc2cccnc2)cc1[N+](=O)[O-]	-6%	-5%	18%	-2%	-4%	17	0%	-7%	-2
CCOc1ccc2c(c1)c(=O)c(S(=O)(=O)c1ccc(CC)cc1)cn2CC	i	-27%	21%	·	0%	·	·	7%	8
COCCCNC(=O)c1c(C)nn(-c2ccc(F)cc2)c1-n1cccc1	i	?	16%	-6%	-15%	·	20%	4%	6
Cc1c(C#N)c2ccccc2n1CC(=O)N1CCCc2ccccc21	-49%[inhibitor][57.5 µM]	0%	19%	18%	-6%	3	-2%	?	-20
Cc1nnc(SCc2ccccc2Cl)n1CC1CCCO1 (stereo not given)	i	12%	-7%	-1%	-1%	-18	-11%	5%	-9
COc1ccc(-c2cc(-c3ccccc3)nc(SCC(=O)Nc3ccccc3C)c2C#N)cc1	-18%	7%	6%	·	13%	·	·	5%	6
COC(=O)[C@]1(C)CCC[C@@]2(C)C3CC[C@@]4(C)C[C@]3(CCC21)CC(=O)N4 (stereo not given in full)	-17%	14%	?	5%	-6%	-18	12%	0%	5
Cc1cccc(OCC(=O)NCc2cc(C)nc3ccccc23)c1	-36%[inhibitor]	-19%	-8%	-10%	-2%	-8	6%	-5%	-4
O=[N+]([O-])c1ccc(S(=O)(=O)Nc2nnc(C3CCCCC3)s2)cc1	-16%	-5%	-10%	-8%	-12%	7	4%	?	1

2 entries from above in a different format:
Molecule | PTHR1 ag | KB-V1 MDR tox | TDP-43 yeast inh | aSyn rescue | HEK293 tox | D3 antag | GLP-1R agonist | GLP-1R inv ag | DRD3 agonist
Cc1cccc(OCC(=O)NCc2cc(C)nc3ccccc23)c1 | -36%[inhibitor] | -19% | -8% | -10% | -2% | -8 | 6% | -5% | -4
O=[N+]([O-])c1ccc(S(=O)(=O)Nc2nnc(C3CCCCC3)s2)cc1 | -16% | -5% | -10% | -8% | -12% | 7 | 4% | ? | 1
